HTR2A ag: mouse HTR2A agonism via beta-arrestin recruitment; CHO-K1 mHTR2A beta-arrestin complementation, luminescence; percent of 30 µM serotonin response; actives 0.66% (n = 360,000); activation, % at 7.6 µM; P35363;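 active = activation above a run cutoff, the mean activation of all tested compounds plus 3 SD, cut at about 14% in these data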;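 note: 0% = plate median of compound wells and 100% = 30 µM serotonin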
MC4R ag barr: human MC4R agonism via beta-arrestin | P32245 | U2OS MC4R beta-arrestin complementation, luminescence; percent of melanotan II response, DMSO zero | activation, % at 8.9 µM | actives 0.98% (n = 360,000);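 active = activation above a per-plate cutoff, the mean activation of sample wells on that plate plus 3 SD, cut at about 8% in these data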
Target sequence (P32245 whole entry, looked up): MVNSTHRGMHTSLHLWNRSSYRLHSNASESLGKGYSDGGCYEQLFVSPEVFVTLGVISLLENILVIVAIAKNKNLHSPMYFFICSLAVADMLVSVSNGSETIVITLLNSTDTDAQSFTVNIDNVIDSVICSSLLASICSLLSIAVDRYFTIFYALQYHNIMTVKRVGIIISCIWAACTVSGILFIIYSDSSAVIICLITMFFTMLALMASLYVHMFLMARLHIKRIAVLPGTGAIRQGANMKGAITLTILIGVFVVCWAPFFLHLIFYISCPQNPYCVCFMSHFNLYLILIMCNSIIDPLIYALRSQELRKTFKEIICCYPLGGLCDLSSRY
PDI inh: blocks human protein disulfide isomerase activity; actives 0.052% (n = 350,000); P07237; PDI insulin aggregation turbidity, A650, 90 min; inhibition, % at 10 µM;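 active = mean inhibition across replicates of 30% or more, whatever share of single replicates reach that level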;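 note: absorbance from insulin aggregation driven by PDI reduction with DTT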
Target sequence (P07237 whole entry, looked up): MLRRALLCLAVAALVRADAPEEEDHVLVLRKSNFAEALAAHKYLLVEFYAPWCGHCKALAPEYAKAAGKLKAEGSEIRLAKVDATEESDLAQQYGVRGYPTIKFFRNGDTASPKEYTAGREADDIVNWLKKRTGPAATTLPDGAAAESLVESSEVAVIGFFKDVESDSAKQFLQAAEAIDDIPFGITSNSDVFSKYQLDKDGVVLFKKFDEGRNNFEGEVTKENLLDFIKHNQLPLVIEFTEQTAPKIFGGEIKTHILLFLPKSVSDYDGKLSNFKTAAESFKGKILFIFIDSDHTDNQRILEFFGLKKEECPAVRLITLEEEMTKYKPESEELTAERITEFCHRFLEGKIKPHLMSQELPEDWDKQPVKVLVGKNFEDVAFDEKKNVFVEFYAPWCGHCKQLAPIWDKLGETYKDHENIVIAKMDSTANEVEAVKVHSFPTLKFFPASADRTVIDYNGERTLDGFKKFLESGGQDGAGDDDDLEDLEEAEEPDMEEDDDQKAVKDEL
ABHD5-PLIN5 inh: ABHD5-PLIN5 protein interaction inhibition; Q00G26+Q8WTS1; actives 0.78% (n = 360,000); AID 602281; Split G. princeps luciferase complementation, luminescence, 4 h; inhibition, % at 4 µM;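 active = inhibition above the mean inhibition across every tested compound plus 3 SD, cut at about 22% in these data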;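 note: 0% = DMSO only wells and the 100% control is not disclosed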
Granule exo inh: lytic granule exocytosis inhibition. AID 651702. actives 0.66% (n = 360,000). inhibition, % at 10 µM. TALL-104 LAMP-1 surface exposure, flow cytometry; cells stimulated with thapsigargin and PMA;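 active = inhibition above about 55%, limit read from the data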
CaV13 FRET inh: Primary screen for inhibitors of IQ motif and Ca2+-dependent inactivation inhibitor domain binding in CACNA1D, Förster resonance energy transfer in living cells, …; HEK cells, CFP/YFP FRET ICDI-IQ, plate reader, 10 min; percent FRET-ratio fall versus neutral wells; AID 743397; inhibition, % at 12.3 µM; actives 0.098% (n = 340,000);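 active = mean replicate inhibition of at least 30% and at least 1% of replicates passing that level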;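 note: 0% = median of the neutral control wells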
ABCB6 inh 2: blocks the human ABCB6 transporter; Q9NP58; K562-ABCB6 porphyrin accumulation, flow cytometry, 1 h; active compounds read low; fluorescence ratio to DMSO, % at 10 µM; actives 0.19% (n = 360,000); AID 602162;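 active = fluorescence ratio to DMSO below 75%, the collection mean minus 3 SD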;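 note: signal is porphyrin accumulated inside mitochondria; 100% equals median channel fluorescence of DMSO control wells; lower ratio means ABCB6 inhibition with less porphyrin fluorescence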
MC4R antagonist: antagonists of human melanocortin 4 receptor (MC4R); P32245; MC4R-expressing cells, MTII-stimulated cAMP, LANCE TR-FRET; inhibition, % at 6.5 µM; actives 0.48% (n = 360,000); AID 540295;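 active = inhibition above its plate's cutoff, the mean of tested wells on that plate plus 3 SD, cut at about 29% in these data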;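 note: 0% = Melanotan II alone and 100% = Melanotan II plus saturating MCL0020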
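Material: U2OS-MC4R stable cell line | Reagent: Melanotan II challenge after compound preincubation | Doses: One concentration, 6.5 µM nominal | Incubation: 30-min compound preincubation, 1-h Melanotan II challenge, 1-h detection, room temperature | Signal: TR-FRET cAMP assay | Replicates: One well per compound, no replicates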
N-glyco inh: N-linked glycosylation inhibition | D54 ERlucT glycosylation luciferase reporter, 24 h; percent of 100 nM tunicamycin response | reporter increase, % at 12.5 µM | actives 0.23% (n = 360,000);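 active = mean luciferase reporter signal, scaled so untreated is 0 and the glycosylation-blocking control 100, at or above a set limit in every replicate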;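 note: luciferase carries N-glycosylation sites so blocking glycosylation raises the light; 0% = median of neutral control wells and 100% = median of 100 nM tunicamycin wells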
H9c2 protect: protects H9c2 cardiomyocytes from peroxide injury; actives 0.63% (n = 360,000); H2O2 injury protection, ATPLite, 2 h; AID 588492; protection from H2O2 cell death, % at 20 µM;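 active = compounds giving at least 50% protection of heart cells from peroxide-induced death in the single-dose screen, raw or plate-pattern-corrected value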;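 note: 0% = DMSO wells with peroxide and 100% = DMSO wells without peroxide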
Numbers without * were called inactive.

CCCC[n+]1ccn(-c2nc3ccccc3nc2[N-]S(=O)(=O)c2ccc(Cl)cc2)c1 was read as HTR2A ag 1, MC4R ag barr -1.3, PDI inh -5, ABHD5-PLIN5 inh 8, Granule exo inh 4, CaV13 FRET inh -15, ABCB6 inh 2 101, MC4R antagonist 9, N-glyco inh -7 and H9c2 protect -2.
For CS(=O)(=O)c1ccc2nc(NC(=O)c3ccccc3)sc2c1 the results were HTR2A ag -2, MC4R ag barr -1.4, PDI inh -5, ABHD5-PLIN5 inh -5, Granule exo inh 0, CaV13 FRET inh -2, ABCB6 inh 2 99, MC4R antagonist 6, N-glyco inh -10 and H9c2 protect -14.
`O=[N+]([O-])c1ccc(Cl)c(S(=O)(=O)Nc2cccc(-c3ccc(N4CCOCC4)nn3)c2)c1` gave HTR2A ag -1, MC4R ag barr -7.0, PDI inh -7, ABHD5-PLIN5 inh 3, Granule exo inh 4, CaV13 FRET inh -3, ABCB6 inh 2 97, MC4R antagonist 13, N-glyco inh -1 and H9c2 protect -13.
`Cc1cc(S(=O)(=O)N2CCCC2C(=O)N2CCOCC2)c(C)cc1Cl` (centres undefined) gave HTR2A ag 1, MC4R ag barr -0.5, PDI inh -12, ABHD5-PLIN5 inh 1, Granule exo inh 0, CaV13 FRET inh -5, ABCB6 inh 2 96, MC4R antagonist -2, N-glyco inh 1 and H9c2 protect 4.
`Cn1nnnc1SCSc1nnnn1C` gave HTR2A ag -3, MC4R ag barr -0.8, PDI inh 5, ABHD5-PLIN5 inh 3, Granule exo inh -2, ABCB6 inh 2 106, MC4R antagonist 1, N-glyco inh 3 and H9c2 protect 2.
Screening COc1ccc(NC(=O)c2cc(S(=O)(=O)NCC3COc4ccccc4O3)ccc2F)cc1 (centres undefined) returned HTR2A ag -1, MC4R ag barr 1.6, PDI inh -3, ABHD5-PLIN5 inh -3, Granule exo inh 0, CaV13 FRET inh -17, ABCB6 inh 2 94, MC4R antagonist 5, N-glyco inh -6 and H9c2 protect -7.
`O=C(Nc1ccc(S(=O)(=O)Nc2ncccn2)cc1)c1ccccc1Br` gave HTR2A ag 1, MC4R ag barr -0.7, PDI inh 2, ABHD5-PLIN5 inh -5, Granule exo inh 1, CaV13 FRET inh -3, ABCB6 inh 2 95, MC4R antagonist 9, N-glyco inh 4 and H9c2 protect 9.
Screening CCOC(=O)Nc1ccc2c(CN(C)Cc3ccc(F)cc3)cc(=O)oc2c1 returned HTR2A ag 1, MC4R ag barr 3.4, PDI inh -5, ABHD5-PLIN5 inh -2, Granule exo inh 34, CaV13 FRET inh -4, ABCB6 inh 2 96, MC4R antagonist 21, N-glyco inh 3 and H9c2 protect -2.
Screening COc1cc(NC(=O)COC(=O)c2cc(S(=O)(=O)N3CCCCC3)ccc2Cl)c(C)cc1[N+](=O)[O-] returned HTR2A ag -3, MC4R ag barr -1.8, PDI inh -19, ABHD5-PLIN5 inh -2, Granule exo inh -4, CaV13 FRET inh -2, ABCB6 inh 2 93, MC4R antagonist 13, N-glyco inh 1 and H9c2 protect 12.
Screening CCN(CC)S(=O)(=O)c1ccc(C(=O)N(c2ccccc2)C2C=CS(=O)(=O)C2)cc1 (centres undefined) returned HTR2A ag 1, MC4R ag barr -2.6, PDI inh 6, ABHD5-PLIN5 inh -2, Granule exo inh 0, CaV13 FRET inh -4, ABCB6 inh 2 97, MC4R antagonist -4, N-glyco inh 0 and H9c2 protect 2.
CCN(CC)c1ccc2cc(-c3nnc(-c4ccncc4)o3)c(=O)oc2c1 was read as HTR2A ag -1, MC4R ag barr -1.4, PDI inh -6, ABHD5-PLIN5 inh 6, Granule exo inh 1, CaV13 FRET inh 17, ABCB6 inh 2 204, MC4R antagonist -7, N-glyco inh -3 and H9c2 protect 65*.
CC(=O)c1cccc(NC(=O)CCS(=O)(=O)c2cccc3nonc23)c1 was read as HTR2A ag 2, MC4R ag barr -0.9, PDI inh -4, ABHD5-PLIN5 inh 6, Granule exo inh -4, CaV13 FRET inh -3, ABCB6 inh 2 96, MC4R antagonist 0, N-glyco inh 0 and H9c2 protect 7.
CC(=O)c1ccc(NC(=O)C2CCCN(C(=O)c3ccc(Cl)cc3)C2)cc1 (centres undefined) was read as HTR2A ag 0, MC4R ag barr -0.3, PDI inh 15, ABHD5-PLIN5 inh 0, Granule exo inh -1, CaV13 FRET inh -5, ABCB6 inh 2 99, MC4R antagonist -1, N-glyco inh 2 and H9c2 protect -7.
Screening Cc1ccccc1N1C(S)=C(C#N)C(=O)NC1c1ccco1 (centres undefined) returned HTR2A ag 1, MC4R ag barr -0.3, PDI inh 2, ABHD5-PLIN5 inh -11, Granule exo inh 1, CaV13 FRET inh -6, ABCB6 inh 2 100, MC4R antagonist 1, N-glyco inh 0 and H9c2 protect 2.
CCCn1c(SCc2cc(=O)[nH]c3ccccc23)nc2c1c(=O)n(C)c(=O)n2C was read as HTR2A ag 2, MC4R ag barr -1.5, PDI inh 5, ABHD5-PLIN5 inh 4, Granule exo inh 1, ABCB6 inh 2 103, MC4R antagonist -5, N-glyco inh 5 and H9c2 protect 8.
Screening CCC(C)(C)NC(=O)c1cc(OC)c(OC)cc1[N+](=O)[O-] returned HTR2A ag 3, MC4R ag barr -2.1, PDI inh 0, ABHD5-PLIN5 inh -1, Granule exo inh 5, CaV13 FRET inh -7, ABCB6 inh 2 99, MC4R antagonist 13, N-glyco inh 3 and H9c2 protect 4.
O=C(Nc1ccccc1C(F)(F)F)C1CCCC1 was read as HTR2A ag 6, MC4R ag barr -1.0, PDI inh 9, ABHD5-PLIN5 inh 5, Granule exo inh -2, CaV13 FRET inh -9, ABCB6 inh 2 99, MC4R antagonist -6, N-glyco inh 1 and H9c2 protect -1.
Screening O=C(CN1CCOCC1)N/N=C/c1cccc2ccccc12 returned HTR2A ag -2, MC4R ag barr -2.2, PDI inh -2, ABHD5-PLIN5 inh -3, Granule exo inh -6, CaV13 FRET inh -2, ABCB6 inh 2 97, MC4R antagonist -8, N-glyco inh 1 and H9c2 protect 3.
`CS(=O)(=O)N(CC(=O)NC1CC2CCC1C2)c1cccc(C(F)(F)F)c1` (centres undefined) gave HTR2A ag 0, MC4R ag barr -2.3, PDI inh -9, ABHD5-PLIN5 inh -2, Granule exo inh -5, CaV13 FRET inh -1, ABCB6 inh 2 104, MC4R antagonist 8, N-glyco inh 0 and H9c2 protect -1.
For CC(=O)N1c2ccccc2Nc2ccccc21 the results were HTR2A ag -1, MC4R ag barr -0.4, PDI inh -9, ABHD5-PLIN5 inh -1, Granule exo inh -1, CaV13 FRET inh -5, ABCB6 inh 2 99, MC4R antagonist 4, N-glyco inh 13 and H9c2 protect -3.
`C[C@@H]1O[C@@H](Oc2c(-c3cc(O)c(O)c(O)c3)oc3cc(O)cc(O)c3c2=O)[C@H](O)[C@H](O)[C@H]1O` gave HTR2A ag 5, MC4R ag barr -0.7, PDI inh 47*, ABHD5-PLIN5 inh 1, Granule exo inh -8, CaV13 FRET inh -9, ABCB6 inh 2 96, MC4R antagonist -5, N-glyco inh 0 and H9c2 protect -3.
CC(=O)Nc1ccc(S(=O)(=O)NCc2nc(-c3ccccc3)no2)cc1 was read as HTR2A ag -7, MC4R ag barr -1.9, PDI inh -5, ABHD5-PLIN5 inh 2, Granule exo inh -7, CaV13 FRET inh -5, ABCB6 inh 2 92, MC4R antagonist 6, N-glyco inh 0 and H9c2 protect -4.
For Cc1ccc2c(CC(=O)OC(C)C(=O)NCc3ccc4c(c3)OCO4)coc2c1 (centres undefined) the results were HTR2A ag 1, MC4R ag barr -2.4, PDI inh 5, ABHD5-PLIN5 inh -6, Granule exo inh 1, CaV13 FRET inh -4, ABCB6 inh 2 95, MC4R antagonist 2, N-glyco inh 1 and H9c2 protect -7.
Screening O=C1NC(=Nc2ccc(F)cc2)CS1 returned HTR2A ag 4, MC4R ag barr -1.6, PDI inh 4, ABHD5-PLIN5 inh -7, Granule exo inh -1, CaV13 FRET inh 5, ABCB6 inh 2 104, MC4R antagonist 5, N-glyco inh 1 and H9c2 protect 8.
Screening CCN(c1ccccc1)S(=O)(=O)c1ccc(Oc2ccc(C(C)=O)cc2OC)nc1 returned HTR2A ag 0, MC4R ag barr 0.2, PDI inh -3, ABHD5-PLIN5 inh 6, Granule exo inh -1, CaV13 FRET inh -3, ABCB6 inh 2 95, MC4R antagonist 5, N-glyco inh -3 and H9c2 protect -8.
For O=c1[nH]c2ccccc2c2ccccc12 the results were HTR2A ag 0, MC4R ag barr -0.6, PDI inh 7, ABHD5-PLIN5 inh 2, Granule exo inh 1, CaV13 FRET inh -5, ABCB6 inh 2 103, MC4R antagonist -3, N-glyco inh 4 and H9c2 protect 71*.
COc1cccc(/C=N/Nc2nn3cnnc3c3ccccc23)c1 was read as HTR2A ag -5, MC4R ag barr -0.9, PDI inh 24, ABHD5-PLIN5 inh 0, Granule exo inh 1, CaV13 FRET inh -2, ABCB6 inh 2 94, MC4R antagonist -13, N-glyco inh 9 and H9c2 protect -9.
For C=CCOc1c(CNn2nnnc2N)cccc1OC the results were HTR2A ag 2, MC4R ag barr -2.8, PDI inh -11, ABHD5-PLIN5 inh -6, Granule exo inh 1, CaV13 FRET inh -6, ABCB6 inh 2 89, MC4R antagonist 6, N-glyco inh 3 and H9c2 protect -2.
For CCCCNC(=O)COCc1cc(-c2ccc3c(c2)OCO3)on1 the results were HTR2A ag -4, MC4R ag barr -0.6, PDI inh 11, ABHD5-PLIN5 inh -5, Granule exo inh -1, CaV13 FRET inh -17, ABCB6 inh 2 100, MC4R antagonist 11, N-glyco inh -1 and H9c2 protect -2.
Screening C[C@@H]1CN([C@@H](C)CO)C(=O)c2cc(C#CC3CCCCC3)cnc2O[C@@H]1CN(C)S(=O)(=O)c1ccc(F)cc1 returned HTR2A ag 0, MC4R ag barr -0.3, PDI inh 5, ABHD5-PLIN5 inh 5, Granule exo inh -5, CaV13 FRET inh -10, ABCB6 inh 2 97, MC4R antagonist -5, N-glyco inh -3 and H9c2 protect 3.
`COC(=O)[C@H]1C[C@H](OC(=O)NCc2ccc(OC)c(OC)c2)[C@@]2(O)CN(S(=O)(=O)c3ccc(C)cc3)CC2[C@H]1C(=O)OC` (some centres undefined) gave HTR2A ag -2, MC4R ag barr -0.6, PDI inh 8, ABHD5-PLIN5 inh -5, Granule exo inh -11, CaV13 FRET inh -6, ABCB6 inh 2 94, MC4R antagonist -6, N-glyco inh 2 and H9c2 protect 12.

Two records drawn at random from the list so far, as already listed:
CC(=O)Nc1ccc(S(=O)(=O)NCc2nc(-c3ccccc3)no2)cc1 was read as HTR2A ag -7, MC4R ag barr -1.9, PDI inh -5, ABHD5-PLIN5 inh 2, Granule exo inh -7, CaV13 FRET inh -5, ABCB6 inh 2 92, MC4R antagonist 6, N-glyco inh 0 and H9c2 protect -4.
For O=c1[nH]c2ccccc2c2ccccc12 the results were HTR2A ag 0, MC4R ag barr -0.6, PDI inh 7, ABHD5-PLIN5 inh 2, Granule exo inh 1, CaV13 FRET inh -5, ABCB6 inh 2 103, MC4R antagonist -3, N-glyco inh 4 and H9c2 protect 71*.

Screening data: PubChem BioAssay, several laboratories
